# High-throughput results: PubChem, National Center for Advancing Translational Sciences (NCATS)
# CCT chaperon mod: modulators of cytosolic chaperonin (CCT/TRiC) activity. purified chaperonin ATPase assay, HTRF ADP detection, 30 min. activity change, % (test concentration not listed), hits read low. 0.3% of 360,000 active. AID 651819; in the data active = activity change below about -30%; also: % is scaled to controls: 0 for no effect and ±100 for the full control effect
#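 TRiC (40 or 20 nM final, by batch activity) in 30 mM Tris pH 7.4, 100 mM KCl, 5 mM MgCl2, 1 mM DTT was treated with compound at 76 uM single dose, then 10 uM ATP, 30 min at 37 °C. ADP was read by HTRF Transcreener.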
# TGFb inhibitor: blocks TGF-b signaling | HepG2 CAGA-GFP TGF-b/SMAD3 reporter, GFP fluorescence, 18 h; TGF-beta stimulated, 500 pg/mL final | Potency, µM (series often up to 46.1 µM), without a hit: top-dose activity, negative = inhibition, hits mostly inhibitors | 1.2% of 410,000 active; also: potency is read from the fitted curve at half-maximal effect; % is scaled to controls: 0 for no effect and ±100 for the full control effect; nearly all actives have a fitted effect of over 65% in size
#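 HEPG2 CAGA-GFP reporter cells (1000/well, DMEM with 1% FBS) received compounds, then recombinant TGF-beta at 500 pg/mL final for 18 hours at 37 degrees C. Per-cell GFP summed per well was normalised to unstimulated and stimulated DMSO controls before curve fitting.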
# Akt phos inh: Akt phosphorylation inhibition | Neuro2A IGF-stimulated pAkt S473 HTRF, 20 min; hits give low values | activity change, % for hits at 50 µM | 0.32% of 360,000 active | AID 651550; in the data active = activity change below about -80%; inconclusive = mostly about -51% to -80%; also: % is scaled to controls: 0 for no effect and ±100 for the full control effect
#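 Single-point screen (50 µM final compound) in Neuro2A cells stimulated 20 min with 6 nM IGF at 37 deg C. After lysis, Ser473-phosphorylated Akt read by HTRF (ex 330 nm, em 615/665 nm) as the 665/615 ratio.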
# A549 viability: kills or reduces viability of A549 cells in Nrf2 counter-screen; A549 ARE-Fluc cells, CellTiter-Fluor viability, 18-24 h; Potency, µM (series often up to 46 µM), for inactives: at the highest dose activity change, negative = cytotoxicity, usual class: inhibitors; 0.16% of 390,000 active; also: potency is read from the fitted curve at half-maximal effect; % is scaled to controls: 0 for no effect and ±100 for the full control effect
#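 A549 ARE_Fluc cells in 5% FBS OPTI-MEM were exposed to compounds in concentration-response for 18-24 h at 37 deg C. Viability was read by CellTiter-Fluor fluorescence (Ex 405/Em 525) after 30 min, before the luciferase read.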
# Nrf2 block: blocks Nrf2 signaling. A549 ARE-Fluc reporter, luciferase luminescence, 18-24 h. AID 504444. 2.1% of 360,000 active. Potency, µM (top dose mostly 46 µM), inactives show top-dose activity change, negative = inhibition, most hits filed as inhibitors; also: potency is read from the fitted curve at half-maximal effect; % is scaled to controls: 0 for no effect and ±100 for the full control effect; nearly all actives have a fitted effect of over 60% in size
#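 In this cell-based qHTS, ARE-driven firefly luciferase in A549 cells reports Nrf2 activity; the luminescent signal after BugLite lysis is the measured value, with a prior CellTiter-Fluor read for cell health.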
# MmCpn inh: inhibitors of Methanococcus maripaludis chaperonin (MmCpn). purified Mm-Cpn ATPase, ADP Transcreener TR-FRET. Potency, µM (titrated, usually from 76.9 µM), for inactives: top-dose activity, negative = inhibition, most hits filed as inhibitors. 0.031% of 330,000 active. AID 504842; also: potency is read from the fitted curve at half-maximal effect; % is scaled to controls: 0 for no effect and ±100 for the full control effect; nearly all actives have a fitted effect of over 80% in size
#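 Eu-cryptate anti-ADP/ADP-d2 competition gives a ratio inversely related to ADP. Enzyme at 25 nM was pre-exposed to compound for 10 min, then given 10 uM ATP for 30 min, 37°C throughout.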
# HepG2 tox: counter-screen for TGF-b inhibitors: cytotoxicity in HepG2 cells; HepG2 CAGA-GFP viability, ATP luminescence, 18 h; Potency, µM (titrated, usually from 46.1 µM), for the others: top-dose activity change, negative = cytotoxicity, usual class: cytotoxic; 0.76% of 410,000 active; also: potency is read from the fitted curve at half-maximal effect; some results filed as inactive show a strong effect at the top dose
#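 CellTiter-Glo luminescence gave cytotoxicity after 18 hours at 37 degrees C. The cells were HepG2 CAGA-GFP in 1% FBS DMEM, stimulated with 500 pg/mL TGF-beta after compound addition. %Activity was normalised to no-cell wells (complete cell-killing) and DMSO (no toxicity), and curves were fitted and classified.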
# S2 tox: viability counter-screen for ATXN expression inhibitors; S2 cells (HEK-293 line with an ATXN2-luciferase reporter) viability, CellTiter-Fluor protease fluorescence, 24 h; Potency, µM (doses to about 56.7 µM), usual class: cytotoxic; 0.49% of 400,000 active; AID 651635; also: potency is read from the fitted curve at half-maximal effect; nearly all actives have a fitted effect of over 40% in size
# Nrf2 ARE act: activators of Nrf2 (ARE) signaling. AID 624171. Potency, µM (top dose mostly 46.1 µM), for inactives: at the highest dose activation, actives largely listed as activators. AREc32 ARE-luciferase reporter (MCF7-derived line), luminescence, 24 h. 0.31% of 410,000 active; also: potency is read from the fitted curve at half-maximal effect; % of control where 0% means no effect; nearly all actives have a fitted effect of over 65% in size
#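 Each well held 1000 AREc32 cells, which were incubated with compound for 24 hr at 37 deg C after overnight attachment, and ARE reporter activity was quantified by firefly luciferase luminescence.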
# Active calls of the source: *; i = inactive; ? = inconclusive; . = no result given; & = joins results of further samples; [ ] = dose if it differs, or a comment. Unless noted, calls follow the shape of the dose curve; as a rule, active = well fitted curve in the direction sought with a large enough effect; inconclusive = small, poorly fitted or top-dose-only effect, or another doubt; inactive = no such curve, though single readings can be large; an effect the other way counts as inactive or inconclusive. Compounds as they come; about 4.4% have a hit in one of these screens.
SMILES,MmCpn inh,Akt phos inh,S2 tox,TGFb inhibitor,Nrf2 ARE act,Nrf2 block,A549 viability,CCT chaperon mod,HepG2 tox
O=C(COC(=O)c1ccc([N+](=O)[O-])cc1)Nc1cccnc1Cl,.,i,i,11%,1.8%,-14%,2%,-0.4,-4%
Nn1c(Cc2ccccc2)nc2cc(Cl)ccc2c1=O,-1%,i,i,0%,0.7%,-1%,-2%,-0.3,3%
Cc1ccc(N(CC(=O)NCc2ccc(F)cc2)C(=O)c2snc(C(N)=O)c2N)cc1C,-2%,i,i,5%,1.6%,-13%,0%,0.4,-24%
O=[N+]([O-])c1ccc(NCc2ccccc2N2CCC(CO)CC2)nc1,1%,i,i,-20%,7.7%,-19%,6%,1.7,-17%
COc1ccc(S(=O)(=O)N(C)c2ccc(C(=O)Nc3ccccc3C(=O)N3CCOCC3)cc2)cc1,2%,i,i,-21%,-0.1%,-5%,-4%,-5.0,-31%
CCCCN(C)S(=O)(=O)c1ccc(C(=O)Nc2ccc(-c3nc4ccc(C)cc4s3)cc2)cc1,.,.,.,1%,4.3%,.,-1%,.,4%
O=C(COC(=O)Cc1c(Cl)cccc1Cl)Nc1ccc2[nH]c(=O)[nH]c2c1,1%,i,i,0%,-0.4%,-11%,-14%,-5.2,0%
COc1ccc(OC)c(S(=O)(=O)Nc2c(NC3CCCCC3)c3ccccc3oc2=O)c1,-2%,i,i,7%,-0.8%,-20%,-6%,0.0,2%
CCC(Sc1nc2cc3c(cc2c(=O)n1Cc1ccco1)OCO3)C(=O)NCCOC (centres undefined),0%,.,.,-7%,-0.8%,6%,0%,0.0,2%
CC(=O)c1ccc(NC(=O)C[n+]2ccc(N(C)C)cc2)cc1,-2%,i,i,4%,-0.3%,-43%,0%,-3.2,6%
Cc1ccc(S(=O)(=O)/C=C2\NC(=O)CS2)cc1,0%,i,i,7%,-0.5%,-6%,1%,-0.7,-1%
O=C(O)/C=C/c1ccc(S(=O)(=O)Nc2cccnc2)cc1,-1%,i,i,4%,0.1%,5%,0%,-2.5,10%
O=C1CCCC/C1=C\Nc1ccc(Cl)cn1,1%,i,i,22%,3.0%,19%,0%[1.84 µM],-1.7,-8%
Cc1cccc(-c2noc(C3CC(=O)N(c4ccc5c(c4)OCCO5)C3)n2)c1 (centres undefined),.,.,i,?,1.0%,18%,-4%,.,-26%
Cn1nccc1C(=O)NCc1ccc2c(c1)CCN2C(=O)c1ccc(Cl)cc1,.,.,.,-13%,-0.4%,.,-17%,.,5%
Cc1ccc(S(=O)(=O)N2C(=O)CCC2C(=O)O/N=C(\N)c2cccc([N+](=O)[O-])c2)cc1 (centres undefined),1%,i,i,19%,0.6%,-11%,-1%,-0.8,1%
O=C(O)C(CCc1ccccc1)N1C(=O)c2ccccc2C1=O (centres undefined),.,i,?,-12%,-0.3%,3%,-3%,-0.7,3%
Cc1cccc(N2CCN(C(=O)Cn3ncc4c3-c3cc(C)ccc3OC4)CC2C)c1 (centres undefined),.,.,.,?,-1.2%,-12%,-6%,.,-30%
COCCNC(=O)/C(C#N)=C/c1cccc(/C=C(\C#N)C(=O)NCCOC)c1,2%,i,?,?,?,-1%,-8%,-1.7,-47%
Cc1cccc(C(=O)OCc2cc(=O)n3nc(C4CCCCC4)sc3n2)c1,.,.,i,?,-0.5%,18%,-4%,.,0%
Cc1ccc(NC(=O)N2CCSc3ccccc32)cc1,-3%,i,i,3%,2.1%,10%,17%,-4.7,0%
Cc1ccc2nc(-c3ccc(NC(=O)c4ccccc4S(C)(=O)=O)cc3)sc2c1,.,.,i,0%,1.2%,.,2%,.,-41%
COc1ccc(CNC(=O)CSCc2c(F)cccc2Cl)cc1,1%,i,i,-16%,0.0%,11%,1%,0.0,-28%
CN=C1N(C)C[C@@H]2[C@@H]3C(=O)N(C)C(=O)[C@@H]3[C@](C)(C(=O)OC)N12,5%,i,i,2%,2.4%,-1%,0%,2.3,-14%
COc1ccc(-n2nc(C(=O)NCCc3ccc(Cl)cc3)c3c4ccccc4n(C)c3c2=O)cc1,.,.,i,-5%,-0.4%,4%,0%,.,-9%
COc1ccc(CN(C)C(=O)Cn2cc(C)c(=O)[nH]c2=O)cc1OC,.,i,i,1%,0.4%,18%,5%,1.1,2%
Cc1cc(=O)[nH]c(-c2cccs2)n1,1%,i,i,-17%,0.3%,-14%,7%,-1.3,-45%
O=S(=O)(NCCc1ccccn1)c1ccc(OC(F)(F)F)cc1,0%,i,i,-4%,-1.3%,-17%,20%,1.2,-12%
C=CCNC(=O)CN(c1cc(Cl)ccc1OC)S(=O)(=O)c1ccc(C)c([N+](=O)[O-])c1,-3%,i,i,-11%,0.5%,-5%,1%,-2.1,3%
CCOC(=O)C1CCN(C(=O)c2ccc3nc(-c4ccc(OC)cc4)c(-c4ccc(OC)cc4)nc3c2)CC1,-16%,i,i,-12%,0.0%,1%,8%,1.5,0%
O=C(CCNC(=O)c1ccc(Cl)cc1)NCc1ccccc1Cl,0%,i,i,12%,-0.1%,-3%,-1%,-2.7,-1%
CC(=O)Nc1ccc(NC(=O)CSC2=NCCS2)cc1,-1%,i,i,-15%,2.9%,1%,1%,1.8,-1%
Cc1cc2n(n1)SC(Nc1cccc3ccccc13)N2 (centres undefined),-2%,i,i,-9%,6.6%,-15%,-7%,-0.2,-16%
CCOC(=O)/C=c1\sc2n(c1=O)CCN=2,-1%,i,i,-8%,6.1%,18%,-8%,0.7,-7%
O=C(O)c1nn(CC(=O)N2CCCCCC2)c(=O)c2ccccc12,-1%,i,i,?,-0.1%,-6%,-10%,-0.2,-20%
CCOC(=O)N1CCN(C(=O)Nc2ccc3nccnc3c2)CC1,1%,i,i,-1%,0.5%,-3%,3%,0.5,3%
Cc1ccc(C(NC(=O)NC(C)c2ccccc2)C(Cl)(Cl)Cl)cc1F (centres undefined),1%,i,?,?,1.0%,16µM*,?,-2.8,-46%
C=CCNC(=S)NNC(=O)COc1c(Cl)cc(Cl)cc1Cl,2%,i,i,0%,2.7%,-4%,1%,0.5,-8%
COc1ccc(-c2nnc(NC(=O)C3CCCO3)s2)cc1 (centres undefined),0%,i,i,23%,-0.3%,27%,-16%,-3.6,-16%
O=C(NN1C(=O)NC2(CCCCC2)C1=O)c1ccc(-c2ccc([N+](=O)[O-])cc2)o1,1%,i,i,-22%,0.4%,-4%,-2%,-4.7,2%
COc1cccc(C2C=C(c3ccc(OC)cc3OC)Nc3nnnn32)c1 (centres undefined),-8%,i,.,-6%,3.4%,18µM*,?,0.2,-10%
CCOC(=O)N(C)c1c(CC)nc2c(OCc3ccccc3OC)cccn12,.,i,i,?,0.5%,.,.,-0.1,-4%
O=C(OCc1nnc(-c2ccccc2)o1)c1cccc(-n2cnnn2)c1,0%,i,i,?,0.6%,6%,0%,0.0,14%
O=C(NCCN1CCN(c2cccc(Cl)c2)CC1)c1cccn2c(=O)c3ccccc3nc12,.,i,i,-1%,-0.4%,1%,3%,-5.1,13%
COc1ccc(S(=O)(=O)N2CCOCC2)cc1NC(=O)c1cccs1,-19%,i,i,-4%,-0.5%,21%,2%,1.0,2%
CC(=O)C1=C(C)NC2=C(C(=O)CC(C)(C)C2)C1C (centres undefined),-4%,i,i,8%,-0.4%,-9%,-14%,-5.6,-1%
COc1cc(OC)c(C2SCCS2)c(OC)c1,1%,i,i,0%,-0.1%,3%,2%,-0.1,2%
Clc1ccc(N2CCN(c3cnc4ccccc4n3)CC2)cc1,4%,i,i,6%,1.7%,-21%,-1%,2.0,-10%
CCOC(=O)c1cnc2c(OC)cccc2c1NCc1cccnc1,-2%,i,i,?,4.7%,9%,-2%,3.1,-30%
CCCOC(=S)Nc1ccccc1,1%,i,i,7%,3.9%,?,4%,-7.0,-27%

# New compounds follow:
SMILES,MmCpn inh,Akt phos inh,S2 tox,TGFb inhibitor,Nrf2 ARE act,Nrf2 block,A549 viability,CCT chaperon mod,HepG2 tox
Cc1ccc(C2(C)NC(=O)N(CC(=O)N(C)CC(=O)Nc3cccc(F)c3)C2=O)cc1 (centres undefined),2%,i,i,-15%,-0.5%,9%,0%,-4.8,1%
CC(C)Oc1ccc(C(=O)Nc2ccc(NC(=O)c3ccco3)c(Cl)c2)cc1,-1%,i,i,-23%,0.6%,?,-8%,-0.2,2%
CCCn1c(SCC(=O)OCc2ccccc2)nc2c1c(=O)n(C)c(=O)n2C,1%,i,i,-17%,0.1%,8%,-3%,-2.0,-10%
Clc1ccc(CNc2ncnc3[nH]ncc23)cc1Cl,.,i,i,0%,0.2%,?,-8%,0.5,-17%
N#Cc1ccc[n+](CC(=O)c2ccc(NC(=O)c3ccccc3)cc2)c1,-7%,i,i,-2%,1.6%,20%,0%,0.3,3%
CCc1cccc(NS(=O)(=O)c2c(C)nc3sc(CC)nn3c2=O)c1,2%,i,i,?,-0.3%&0.5%,-5%&-24%,-1%&2%,-19,-1%&-38%
CCOC(=O)C1CCN(c2nc(N)c3c(N)nc(SCC(=O)O)cc3c2C#N)CC1,-13%,i,i,-1%,-0.4%,-2%,-5%,-7.2,-1%
